M17LAP inhibition: P. falciparum M17LAP inhibitors, primary screen, biochemical, fluorogenic H-Leu-NHMec substrate, 1536-well (AID 1619). hit rate 0.38% among 220,000. recombinant M17LAP, H-Leu-NHMec fluorogenic kinetic assay; higher % means a stronger effect. inhibition, % at 30 µM; hits with a dose series show IC50 in µM;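 active = compound inhibiting the enzyme by more than half at any dose during confirmatory dose-response retesting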;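 also: plate controls were full reaction with DMSO carrier for no effect and no enzyme background for full effect; strong numbers were not always called active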
WT yeast gro inh: growth inhibition of WT yeast, mitochondrial fusion screen | mitochondrial fusion phenotypic screen, WT strain | inhibition, % at 10 µM | hit rate 2.1% among 190,000; in the data active = inhibition above about 58%; tested in S. cerevisiae
M1AAP inhibition: malaria alanyl aminopeptidase activity blockers – biochemical, fluorogenic H-Leu-NHMec substrate, 1536-well (AID 1445); one-dose inhibition, % at 30 µM; IC50 in µM for titrated hits; hit rate 0.42% among 220,000; recombinant M1AAP, H-Leu-NHMec fluorogenic kinetic assay; higher % means a stronger effect;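 active = primary inhibition above the hit cutoff, then over 50% inhibition at one or more dose response concentrations, cut at about 23% in these data, passing the limit was not always enough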;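 also: plate controls were DMSO full reaction for no effect and no enzyme background for full effect; strong numbers were not always called active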
T cell modulator: T cell immune modulators affecting CD8 T cell-vesicle binding; 2C CD8+ T cell-vesicle binding, flow cytometry; stronger effect = lower value; calls only at 7 µM; hit rate 0.068% among 330,000;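 active = response, share of CD8 T cells binding vesicles, and their 90th percentile fluorescence all below set limits, cut at about 80% in these data, passing the limit was not always enough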
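Assay system – 2C mouse CD8+ T cells · Also added – QL9-loaded Drosophila micro-vesicles · Timing – Cell–vesicle co-incubation 1.5 h at 37 °C, staining 20 min on ice · Signal – flow cytometry of vesicle-bound cells · Measure – percent CD8+ FL2 mean versus row control · Controls – Peptide-free naked vesicles (low) and QL9 vesicles with 0.7% DMSO vehicle (high)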
Dynein cargo inh: dynein cargo transport inhibition | hit rate 0.47% among 220,000 | 3617.4 mouse cells, GR-EGFP nuclear translocation imaging; test concentration mostly 20 µM; stimulated with dexamethasone, 1 µM; stronger effect = lower value | AID 1381 | z-score, hits read low;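 active = plate z-score of nuclear minus cytoplasmic receptor signal below a set negative limit, without overly bright fluorescence or cell loss, cut at about -3.5 in these data, passing the limit was not always enough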;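 also: z-score of nuclear minus cytoplasmic ring GR-EGFP intensity difference per well; some compounds called inactive have numbers as strong as hits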
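Medium: Induction medium lacking tetracycline, stripped serum | Probe or stimulus: 1.0 µM final dexamethasone stimulus | Schedule: 48 h induction, then 1 h compound, then 30 min agonist, 37 °C | Signal: Automated 10x imaging of fixed Hoechst-stained cells | Evaluation: Per-cell GR-EGFP intensity, nucleus versus surrounding cytoplasmic ring, well-averaged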
MT stabilizer: microtubule stabilization, imaging screen; hit rate 0.83% among 200,000; % tubulin-high responders, % at 10 µM; HeLa tubulin immunostaining HCS, 24 h; share of cells brighter than vehicle mean+2SD; AID 2205;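 active = plate Z-score above 3 for both tubulin-high and condensed-nucleus cell shares, with cell loss under 80%, at 10 µM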;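 also: anti alpha tubulin signal scored within the nucleus-defined area of each cell; some results filed as inactive read as strong as hits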
bCat nuc transl: beta-catenin nuclear translocation modulation; hit rate 0.3% among 190,000; HeLa beta-catenin nuclear translocation, immunofluorescence imaging; nuclear translocation activity, % at 5 µM;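 active = nuclear translocation activity above 50% at 5 µM, with a well cell count of 50 or more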;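 also: per-cell ratio of nuclear to cytoplasmic median beta-catenin stain intensity; plate controls were DMSO negative control for no effect and GSK-3 inhibitor IX positive control for full effect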
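Assay system: human HeLa cells, native beta-catenin; doses: 5 µM primary, 0.02–20 µM confirmation; incubation: compound treatment 24 h, 37°C, 5% CO2; technique: fluorescence imaging of beta-catenin antibody stain plus DAPI; measure: % activation, nuclear-to-cytoplasmic median beta-catenin signal ratio per cell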
Yfh1-depleted yeast: enhancers of respiration in Yfh1-depleted yeast, dose response, Friedreich's ataxia, plus single-dose screen (AID 1465). S. cerevisiae Yfh1-off respiration, WST-1 reduction, 72 h; higher fold induction means a stronger effect. one-dose fold induction at 50 µM; EC50 in µM for titrated hits. hit rate 0.074% among 220,000;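 active = fold induction of absorbance versus untreated yeast above a set limit, then at least 30% activation at any dose in follow-up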;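 also: activators that raise dye reduction in frataxin-depleted yeast; strong numbers were not always called active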
Autophagy mod: autophagy modulation, high-content screen. calls only at 10 µM (by protocol). hit rate 0.98% among 190,000. AID 463193. MEF GFP-LC3 puncta imaging; test concentration mostly 10 µM;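 active = percentage of spot-positive cells more than 3 SD above its plate mean, without a fluorescence outlier flag or 80% toxicity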;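 also: spot-positive cell cutoff set from DMSO-treated cells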
WT yeast gro inh mutant strain: recorded beside WT yeast gro inh, whose call it bears; inhibition, %; mitochondrial fusion phenotypic screen, mutant strain inhibition
Dynein cargo inh cytoplasmic EGFP: second read-out of Dynein cargo inh, no call of its own (marks repeat the call); z-score; measured here: cytoplasmic GR-EGFP intensity; stronger effect = higher value
Dynein cargo inh nuclear GR-EGFP: second read-out of Dynein cargo inh, no call of its own (marks repeat the call); z-score; measured here: nuclear GR-EGFP intensity;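 lower value marks the stronger effect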
Dynein cargo inh cell count: further read-out of Dynein cargo inh, marked with its call; z-score; measured here: cell count per field
bCat nuc transl cell count 5 µM: further read-out of bCat nuc transl, marked with its call; cell count; measured here: cell count, cytotoxicity flag
T cell modulator vesicle-bound %: also measured in T cell modulator; calls as there; double positive events, %; measured here: CD8+ vesicle-bound cell fraction;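 binding gate set so that unloaded-vesicle control wells show 10% double positive cells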
MT stabilizer Hoechst-high %: also measured in MT stabilizer; calls as there; % Hoechst-high responders; measured here: nuclear condensation Hoechst responders;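 share of cells brighter than vehicle mean plus two SD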
MT stabilizer cytotoxicity %: further read-out of MT stabilizer, marked with its call; toxicity, %; measured here: cytotoxicity by cell density;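 0% = mean cell density of plate MIN control wells and 100% = no cells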
Autophagy mod cell loss 18 h: also measured in Autophagy mod; calls as there; toxicity, %; measured here: cell loss, nuclei count;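 cell loss after 18 h compound exposure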
Active calls of the source: *; i = inactive; . = no result given; & = joins results of further samples.

SMILES | M17LAP inhibition | WT yeast gro inh | WT yeast gro inh mutant strain | M1AAP inhibition | T cell modulator | T cell modulator vesicle-bound % | Dynein cargo inh | Dynein cargo inh cytoplasmic EGFP | Dynein cargo inh nuclear GR-EGFP | Dynein cargo inh cell count | MT stabilizer | MT stabilizer Hoechst-high % | MT stabilizer cytotoxicity % | bCat nuc transl | bCat nuc transl cell count 5 µM | Yfh1-depleted yeast | Autophagy mod | Autophagy mod cell loss 18 h
CN(C)S(=O)(=O)c1ccc(S(=O)(=O)N(Cc2ccco2)Cc2ccccc2Cl)cc1 | -1.6% | 0.9 | 10.2 | 1.6% | i | 16.3 | -0.444 | -0.162 | 0.0636 | -0.871 | 1.8 | 0.8 | 30.3 | . | . | i | i | 6.2
CC1(C)CC(=O)C2=C(C1)N(c1ccc(F)cc1)C(N)=C(C#N)C2c1cccs1 (stereo unspecified) | 0.5% | 12.6 | 0.2 | -9.0% | i | 47.9 | -0.792 | -0.0798 | -0.152 | 0.307 | 3.7 | 1.9 | 0.8 | -3.8 | 1365 | i | i | -6.8
CN1c2ccccc2Oc2nnc(N3CCN(Cc4ccccc4)CC3)cc21 | -13.8% | 26.1 | 19.9 | 7.6% | i | 7.9 | 0.269 | -0.332 | 0.275 | 0.333 | 3.0 | 1.6 | 3.2 | 0.1 | 1029 | i | i | -7.2
CC(=O)CSc1ncnc2c1oc1ccccc12 | -11.7% | -0.8 | 8.8 | 11.9% | i | 50.1 | 2.5 | -0.12 | 1.07 | -1.47 | 2.0 | 1.3 | 6.8 | 2.0 | 1153 | i | i | 11.1
CCc1nnnn1-c1ccc([N+](=O)[O-])cc1C | -0.8% | -7.0 | -5.2 | -0.2% | i | 46.9 | -0.00561 | -0.207 | 0.108 | 0.617 | 2.2 | 3.0 | 6.7 | 0.7 | 1555 | i | i | 14.3
CNc1ccccc(-c2ccc3cc4c(cc3n2)OCO4)c1=O | 9.5% | -1.2 | 4.9 | 18.1% | i | 3.0 | -1.07 | -0.253 | -0.528 | 0.636 | 1.4 | 4.2 | 7.1 | -1.1 | 557 | i | i | -0.7
O=C(CN1CCN(c2ccc(F)cc2)CC1)c1cccs1 | 2.8% | -8.2 | -11.7 | 2.3% | i | 9.8 | -0.738 | -0.201 | -0.316 | 0.325 | 2.0 | 1.8 | 9.0 | 3.9 | 1024 | i | i | 16.1
O=C(c1ccc(Cl)c([N+](=O)[O-])c1)N(Cc1cccc(Cl)c1)C1CCS(=O)(=O)C1 (stereo unspecified) | 11.5% | 1.1 | -22.0 | 4.1% | i | 53.6 | -0.339 | -0.236 | -0.399 | -0.287 | 2.4 | 1.6 | 7.5 | -1.1 | 1056 | i | i | -5.5
NC(=O)c1oc2ccccc2c1NC(=O)C1CCCCC1 | 9.4% | -19.1 | -2.1 | 5.8% | i | 50.3 | -0.937 | -0.164 | -0.286 | 0.511 | 2.2 | 2.3 | 8.2 | -1.2 | 1070 | i | i | -16.0
COc1ccc(OC)c(C(=O)CSc2nc3cccnc3n2C)c1 | -6.5% | -7.0 | 1.9 | 4.9% | i | 44.9 | -0.224 | -0.241 | 0.106 | -1.04 | 1.7 | 1.9 | 0.9 | . | . | . | i | 1.2
CS(=O)(=O)N1CCN(c2ccccc2NC(=O)C(c2ccccc2)c2ccccc2)CC1 | -1.5% | 12.4 | 10.4 | 10.0% | i | 13.4 | 3.57 | 0.275 | 1.87 | -1.29 | 2.5 | 0.5 | 5.6 | -4.7 | 1138 | i | i | -16.0
Cc1ccc(S(=O)(=O)N2CCN(C(=O)CSc3nnnn3C)CC2)c(C)c1 | -6.7% | 2.1 | 6.8 | -0.9% | i | 51.2 | 1.54 | -0.24 | 0.297 | 0.05 | 2.1 | 1.3 | 3.8 | -1.6 | 919 | i | i | 5.2
COc1cc(NC(=O)c2cnc(N)s2)cc(C(=O)Nc2cccc(C(F)(F)F)c2)c1 | 11.8% | . | . | 4.2% | i | 20.6 | -0.633 | -0.758 | -0.243 | 0.458 | . | . | . | -1.6 | 1326 | i | . | .
Cn1cnnc1SC1c2cccc3cccc(c23)C1NS(=O)(=O)c1ccccc1 (stereo unspecified) | -4.8% | -4.8 | 14.3 | 9.5% | i | 13.4 | 0.102 | -0.0645 | 0.204 | 0.422 | 3.5 | 1.8 | 11.0 | -0.9 | 1034 | i | i | -5.3
CNc1nc(-c2ccccn2)nnc1-c1ccccc1 | 14.2% | 7.6 | 22.2 | -1.5% | i | 28.9 | 0.856 | -0.0774 | 0.865 | -1.16 | 3.4 | 0.9 | 27.1 | -5.7 | 1222 | i | i | 11.2
CC(=O)SCC(C)C(=O)NCc1ccccc1 (stereo unspecified) | -13.5% | 20.0 | 6.6 | 6.1% | i | 27.8 | 1.29 | 0.0968 | 0.64 | -1.16 | 1.4 | 1.3 | 7.9 | . | . | i | i | 0.0
COc1ccccc1OCC(=O)N/N=C1/C=C(C)CC1 | -1.1% | -2.0 | 8.2 | -5.2% | i | 24.3 | -0.532 | -0.129 | -0.0476 | 0.149 | 3.1 | 4.0 | 11.0 | -1.7 | 1116 | i | i | 1.3
CCOc1ccccc1OCCCC(=O)Nc1nc2ccccc2[nH]1 | 4.6% | 17.6 | 17.2 | 2.0% | i | 55.5 | -0.333 | -0.0563 | -0.226 | -0.42 | 2.0 | 2.2 | 3.0 | -2.4 | 1055 | i | i | -9.8
CCOC(=O)c1c(/N=C/C2C(=O)CC(C)(C)CC2=O)sc(C)c1C | 7.0% | 8.8 | 6.3 | -1.4% | i | 47.8 | 0.191 | -0.244 | 0.141 | 0.674 | 4.6 | 1.5 | 2.3 | 0.5 | 954 | i | i | 2.7
N#Cc1ccc(-c2csc(NC(=O)C3CC3)n2)cc1 | 5.1% | 15.4 | -2.3 | 5.3% | i | 21.3 | 0.605 | -0.102 | 0.339 | -0.332 | 8.2 | 1.5 | 8.5 | 0.1 | 1151 | i | . | .
O=C(CSc1ccccn1)NCc1ccc2c(c1)OCO2 | 7.4% | 7.2 | -7.6 | 4.9% | i | 36.0 | 0.226 | -0.234 | 0.322 | -1.04 | 1.9 | 1.2 | 4.8 | -0.8 | 1126 | i | i | 1.6
Cc1c(C(=O)O)oc2c1C(O)CC(C)(C)C2 (stereo unspecified) | 5.5%&0.1% | -4.4&6.6 | -0.2&-5.0 | 0.8%&1.4% | i | 49.9&52.6 | -0.198&-0.184 | -0.206&-0.113 | 0.521&-0.725 | -0.0971&-0.932 | 2.9&3.4 | 1.7&1.2 | 9.1&8.1 | 3.3&-1.6 | 513&1329 | i | i | -2.7&-0.3
C[C@@H]1NC(=O)[C@H](CCCN=C(N)N)NC(=O)c2cc([N+](=O)[O-])cc(I)c2NCCC[C@@H](C(N)=O)NC1=O | 26.7% | 19.7 | -3.1 | 11.2% | . | . | 0.478 | -0.275 | 0.529 | 1.19 | 6.5 | 1.3 | 4.1 | 1.9 | 422 | i | i | -9.8
CCc1nc(NC(=O)NS(=O)(=O)c2ccccc2C(=O)OC)nc(OC)n1 | -1.5% | 5.0 | 8.5 | 7.7% | i | 24.4 | -1.03 | -0.289 | -0.628 | 1.05 | 4.3 | 2.0 | 3.1 | -1.6 | 1089 | i | i | 6.9
N#CCCN(C(=O)CSc1nc(-c2ccccc2)cn1N)c1ccc(F)cc1 | 5.2% | 4.3 | -3.5 | -2.9% | i | 58.5 | 0.986 | 0.585 | 0.545 | -0.93 | 1.3 | 1.2 | 5.0 | -3.2 | 1230 | i | i | -1.5
C=CCn1c(C)cc(C(=O)COC(=O)COc2ccccc2C#N)c1C | -3.2% | -90.5 | -45.4 | 3.8% | i | 10.2 | -0.615 | -0.24 | -0.15 | 0.678 | 1.6 | 1.1 | 2.4 | 4.4 | 1367 | i | i | 4.3
CC(c1ccccc1)n1cnc2ccccc21 (stereo unspecified) | -1.6% | 7.8 | -0.7 | 3.8% | i | 14.3 | -0.0352 | -0.276 | 0.816 | 0.0369 | 3.3 | 1.7 | 5.1 | -6.0 | 1156 | i | i | 12.8
COc1ccc(N(CC(=O)N2CCC(Cc3ccccc3)CC2)S(C)(=O)=O)cc1 | 8.3% | 29.8 | -4.2 | -7.7% | i | 26.0 | 1.66 | -0.0262 | 1.7 | -1.95 | 3.4 | 1.0 | 0.0 | 0.8 | 993 | i | i | -22.1
CC(C)C(NC=C1C(=O)OC(C)(C)OC1=O)C(=O)O (stereo unspecified) | 3.0% | -14.9 | -14.3 | -1.7% | i | 43.7 | -0.0213 | -0.216 | 0.465 | -0.806 | 1.0 | 1.3 | 3.5 | 4.6 | 1079 | i | i | -1.9
N#Cc1cc(-c2ccccc2)c[nH]c1=O | -88.2% | -7.5 | 3.6 | 4.3% | i | 36.9 | 0.0849 | -0.213 | -0.254 | -0.278 | 3.3 | 1.5 | 10.0 | 3.9 | 881 | i | i | 27.8

Assay outcomes (PubChem)
